High-throughput results deposited in PubChem BioAssay by National Center for Advancing Translational Sciences (NCATS).
aSyn tox rescue = inhibitors of alpha-synuclein toxicity in yeast. S. cerevisiae alpha-synuclein toxicity rescue, BacTiter-Glo growth, 24 h. Potency, µM (titrated, usually from 46.1 µM), without a hit: at the highest dose growth rescue (activation), hits mostly activators. hit rate 0.02% among 94,000. AID 1347070; active means well fitted activation curve with a large enough effect; further: 0% is about no effect
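Growth restoration measured by BacTiter-Glo luminescence after 24 hr at 30 deg C; alpha-synuclein yeast, raffinose-pregrown to mid-log, were added at OD600=0.02 in galactose medium onto pinned compounds.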
* = called active by the depositor; [ ] = another dose, or the depositor's remark. Potency means the concentration at half of the fitted maximal effect. A portion of the library; the hit share may differ from the screen's.

The first two entries as a preview:
compound	aSyn tox rescue
Cc1ccc(S(=O)(=O)N2CCOCC2)cc1NC(=O)COC(=O)C1=COCCO1	3.8%
Cn1c(=O)c(=O)n(C)c2cc(N3CCOCC3)c(NS(=O)(=O)c3ccc(F)c(Cl)c3)cc21	4.3%

All compounds of this part, from the start:
compound	aSyn tox rescue
Cc1ccc(S(=O)(=O)N2CCOCC2)cc1NC(=O)COC(=O)C1=COCCO1	3.8%
Cn1c(=O)c(=O)n(C)c2cc(N3CCOCC3)c(NS(=O)(=O)c3ccc(F)c(Cl)c3)cc21	4.3%
Cc1noc(/C=C/N(C)C)c1S(=O)(=O)N1CCCC(C(=O)NCCC2=CCCCC2)C1 (configuration not stated)	5.2%
CCOc1ccc(C(=O)OCc2cc(=O)n3nc(C4CC4)sc3n2)cc1	7.4%
Cc1cccc(-n2c(C)nc3ccsc3c2=O)c1	-1.7%
Cc1ccc(C)c(CSc2nc3ccncc3n2CC(=O)Nc2ccc(N(C)C)cc2)c1	-10.4%
COC(=O)N/N=C/c1ccc(OC(=O)/C=C/c2ccco2)cc1	-3.4%
CCN(CC)c1ccc(C(=O)N2CCC(c3c[nH]c4ccccc34)(c3c[nH]c4ccccc34)CC2)cc1	5.1%
CCc1ccc2oc(-c3cc(NC(=O)c4cc([N+](=O)[O-])ccc4N4CCOCC4)ccc3Cl)nc2c1	5.3%
Cc1ccc(-n2ncc3c(NCCc4ccccc4)ncnc32)cc1	-2.8%
O=C(O)/C=C/c1ccc(S(=O)(=O)Nc2ccc(OCc3ccccc3)cc2)cc1	-2.3%
Cc1oc2c(cc(NS(=O)(=O)c3ccc(C(C)C)cc3)c3ccccc32)c1C(=O)OCc1ccccc1	1.2%
CCN(c1ccccc1)S(=O)(=O)c1ccc(C(=O)Nc2ccc(C)cn2)cc1	8.5%
COc1ccc(NC(=O)c2ccc3oc(=O)c(S(=O)(=O)c4ccc(F)cc4)cc3c2)c(OC)c1	-3.9%
COC(=O)c1c(C)[nH]c(C)c1-c1cccc([N+](=O)[O-])c1	-42.2%[inhibitor]
COCCNC(=O)c1cnn(-c2cccc(C)c2)c1-n1cccc1	5.5%
Cc1ccc(S(=O)(=O)c2cnc(SCC(=O)Nc3ccc4c(c3)OCCO4)[nH]c2=O)cc1	-3.0%
C/C(=N\N1C(=O)CSC1=S)c1ccc(Br)cc1	3.4%
Cc1cc(C)c(S(=O)(=O)Nc2cnc3ccccc3c2)c(C)c1	2.6%
Cc1c(C)c2c(OCC(=O)N3CCC[C@H]3C(=O)O)cc3c(c2oc1=O)CCC(C)(C)O3	0.1%
CC(C)CNC(=O)COC(=O)c1cccc(S(=O)(=O)NCC(F)(F)F)c1	-4.8%
CCc1ccc(OCC(=O)Nc2ccc(Cl)c(-c3nc4cc(C)cc(C)c4o3)c2)cc1	10.1%
COc1ccc(CNC(=O)CCC(=O)Nc2nnc(C(C)C)s2)cc1	1.0%
Cc1cccc(CN2CCc3c([nH]c4ccccc34)C2)c1	-7.8%
Cc1ccc(S(=O)(=O)c2cn(Cc3ccc(F)cc3)c3cc(N4CCCC4)c(F)cc3c2=O)cc1	-0.6%
COc1ccc(C(C(=O)NC(C)(C)C)N(C(=O)CCC(=O)Nc2ccccn2)C2CCCCC2)cc1 (configuration not stated)	7.2%
Cc1ccc(Nc2ccc(N3CCN(C(=O)c4ccc([N+](=O)[O-])cc4)CC3)nn2)cc1	1.3%
O=C(Nc1ccc(Br)cc1F)c1cc(S(=O)(=O)NCc2ccc(F)cc2)ccc1F	0.8%
CCC/C=C/c1ccc(CN2C(C)C(=O)N(Cc3cn(CCC4OCCO4)nn3)CCS2(=O)=O)cc1 (configuration not stated)	5.5%
Nc1ccc(-c2nc3cc(N)ccc3n2CCO)cc1	-6.5%

Look-ups from the list:
aSyn tox rescue, CCC/C=C/c1ccc(CN2C(C)C(=O)N(Cc3cn(CCC4OCCO4)nn3)CCS2(=O)=O)cc1 (configuration not stated) : 5.5%
aSyn tox rescue, Cc1ccc(-n2ncc3c(NCCc4ccccc4)ncnc32)cc1 : -2.8%
aSyn tox rescue, COCCNC(=O)c1cnn(-c2cccc(C)c2)c1-n1cccc1 : 5.5%

Of the compounds above, three contain an aryl methoxy group.
compound	aSyn tox rescue
COc1ccc(NC(=O)c2ccc3oc(=O)c(S(=O)(=O)c4ccc(F)cc4)cc3c2)c(OC)c1	-3.9%
COc1ccc(CNC(=O)CCC(=O)Nc2nnc(C(C)C)s2)cc1	1.0%
COc1ccc(C(C(=O)NC(C)(C)C)N(C(=O)CCC(=O)Nc2ccccn2)C2CCCCC2)cc1 (configuration not stated)	7.2%

Next part
compound	aSyn tox rescue
CC1=C(C(=O)N(C)Cc2ccccc2)C2(CCC(C)CC2)OC1=O (configuration not stated)	6.4%
Cc1ccccc1Cn1c(=O)n(Cc2ccc(Cl)cc2)c(=O)c2cccnc21	-2.1%
O=S(=O)(c1ccccc1)c1nc(-c2cccc(Cl)c2)oc1N1CCOCC1	0.1%
Cc1ccc(N2C(=O)CCSC23C(=O)N(Cc2ccccc2)c2ccccc23)cc1 (configuration not stated)	0.0%
O=C(NC1CCCCC1)N(c1ccccc1)c1nnc(-c2cccc([N+](=O)[O-])c2)s1	-2.7%
CCOc1ccc(S(=O)(=O)Nc2cc3c(C(=O)OCc4ccccc4)c(C)oc3c3ccccc23)cc1	1.2%
O=S(=O)(NCC1CCCO1)c1ccc(Cl)c2ccccc12 (configuration not stated)	10.4%
N#Cc1ccsc1NC(=O)CCN1CCN(C(c2ccccc2)c2ccccc2)CC1	4.9%
NS(=O)(=O)c1ccc(CCNC(=O)CCCOc2ccccc2)cc1	-10.2%
O=C(c1cnc(N2CCOCC2)c2ccccc12)N1CCN(c2ccccc2)CC1	11.9%
CC(C(=O)N1CCOCC1)N1C(=O)C2C3CC(C(Br)C3Br)C2C1=O (configuration not stated)	7.9%
Cc1ccc(C)c2sc(N3CCN(C(=O)c4ccc([N+](=O)[O-])o4)CC3)nc12	-27.7%
CN(CC(=O)Nc1ccccc1Br)C(=O)CCCSc1nc2ccccc2[nH]1	-6.4%
CCOc1ccc(NC(=O)CCS(=O)(=O)c2ccc(Br)cc2)cc1	4.4%
CC(=O)c1sc2c(c1C)c(=O)n(-c1ccc(Cl)cc1)c(=O)n2Cc1cc(=O)n2cc(Cl)ccc2n1	7.1%
CCOC(=O)c1ccc(N2CN(CC)CNC2=S)cc1	-5.5%
Cc1ccc(-n2nnnc2CSc2nnc(-c3ccc(O)cc3)o2)cc1	4.0%
COc1cc(/C=C(/C#N)c2nc(-c3cc4ccccc4oc3=O)cs2)ccc1O	-0.1%
CC(=O)c1sc(=S)n(-c2ccccc2)c1C	-4.3%
COc1ccccc1N1CCN(C(=O)c2cc(C)oc2C)CC1	0.2%
CCn1c(=N)c(C(=O)NCc2cccnc2)cc2c(=O)n3cc(C)ccc3nc21	4.3%
Cc1cc(NC(=O)Nc2nnc(N(C)C3CCCCC3)s2)ccc1Br	-6.4%
Cc1ccc(-n2c(P(C)(=O)O)nc3ccccc32)cc1	2.7%
C[C@@H]1CN([C@H](C)CO)C(=O)CCCn2nncc2CO[C@H]1CN(C)S(=O)(=O)c1ccc(Cl)cc1	-3.6%
CN(c1ccccc1)S(=O)(=O)c1nnc(NC(=O)c2cccs2)s1	-3.5%
Cc1noc(C)c1C(=O)OC(C)C(=O)Nc1ccc([N+](=O)[O-])cc1C(F)(F)F (configuration not stated)	4.2%
CCSc1nnc2n(-c3cccc(C)c3)c(=O)c3c4c(sc3n12)CCCC4	6.3%
CCCCN(C)CCNC(=O)c1cn(C)c(=O)c2c1c1ccccc1n2C	25.4%
Cc1cc2nc(-c3ccc(NC(=O)c4cc5ccccc5o4)cc3)oc2cc1C	-8.2%
O=C(Nc1ccc2c(c1)[C@@H]1C[C@@H](CC(=O)N3CCCCC3)O[C@@H](CO)[C@@H]1O2)NC1CCCCC1	12.1%
CC(C)CCNC(=O)C(C)N(C(=O)c1snc(C(N)=O)c1N)c1cnc2ccccc2c1 (configuration not stated)	-5.7%
COCCN(C(=O)COC(=O)CSc1cc(C)ccc1C)c1c(N)n(Cc2ccccc2)c(=O)[nH]c1=O	-5.2%
COc1ccc2c(CN3CCN(Cc4ccccc4)CC3)cc(=O)oc2c1	-7.0%
Cc1cccc(N2CCN(C(=O)Cn3nc(Cc4ccncc4)c4ccccc4c3=O)CC2)c1C	-0.9%
COc1ccc(/C=C/C(=O)NC(=S)N2CCN(c3ccccc3OC)CC2)cc1	-4.5%
O=C(NCc1cccc(Cl)c1)N1CCN(S(=O)(=O)c2ccccc2F)CC1	2.0%
Cc1ccc(S(=O)(=O)N(CC(O)Cn2c3ccccc3c3ccccc32)c2cccc(C(=O)N(C)C)c2)cc1 (configuration not stated)	-2.1%
Cc1cc(C)nc(-n2cc(C(=O)c3cc(F)ccc3O)cn2)n1	-14.1%
Cc1ccc(-n2ncc3c(=O)n(-c4cccc(C)c4)c(=O)[nH]c32)cc1	2.9%
O=S1(=O)c2ccccc2N(Cc2ccccc2F)c2ccccc21	-13.5%
COc1ccc(-c2nc3cc(NC(=O)COc4ccc(C)c(C)c4)ccc3o2)cc1	4.5%
COc1cc(Cl)c(NC(=O)c2cc3ccccn3n2)c(OC)c1	-20.1%
Cc1ccc(CNC(=O)CCC(=O)n2ncc3cc(C)ccc32)cc1	-4.1%
CC(=O)Nc1ccc(S(=O)(=O)Oc2cccc(/C=C3\SC(N)=NC3=O)c2)cc1	-3.3%
Cc1cc(C)c(Cn2c(=O)n(Cc3ccccc3)c(=O)c3c(C)c(C)sc32)c(C)c1	1.6%
O=C(CSc1oc(-c2ccc(F)cc2)nc1S(=O)(=O)c1ccccc1)c1ccc(Cl)cc1	12.1%
O=C(CNc1ccc(Br)cc1)Nc1ccc(S(=O)(=O)N2CCCCC2)cc1	1.1%
CN(C)S(=O)(=O)c1ccc2c(c1)c(=O)c(C(=O)N1CCN(c3cccc(Cl)c3)CC1)cn2C	-3.5%
CC(NC(=O)C1CCN(S(=O)(=O)Cc2ccccc2)CC1)c1ccccc1 (configuration not stated)	1.2%
Cc1csc2nc(COc3ccc(NC(=O)C(C)C)cc3)cc(=O)n12	-12.6%
COc1ccccc1NC(=O)COc1ccc(C(=O)NC2CCCc3ccccc32)cc1OC (configuration not stated)	8.6%
O=C(CCCOc1ccc(Cl)cc1Cl)Nc1ccccc1C(=O)O	8.7%
COCCCNC(=O)C1CCN(C(=O)c2cnn(-c3ccccc3)c2-n2cccc2)CC1	2.9%
CCn1c(=O)c2sccc2n2c(CCCC(=O)Nc3ccc(C)cc3)nnc12	6.4%
Cc1[nH]ccc2cc3nc4ccccc4c3cc12	8.0%
CCOc1ccc(C(=O)c2cn(CC(=O)Nc3ccc(Cl)cc3)c3cc4c(cc3c2=O)OCO4)cc1	-1.8%
C#CCN(C[C@H]1[C@H](OC(=O)NC2CCCC2)[C@H](OC(=O)NC2CCCC2)C[C@@H](C(=O)OC)[C@H]1C(=O)OC)S(=O)(=O)c1ccc(C)cc1	9.8%
O=C(c1ccc2c(c1)N(Cc1ccccc1F)C(=O)c1ccccc1S2=O)N1CCOCC1 (configuration not stated)	2.4%
Cc1ccc(C(=O)N2CCc3cc(CNC(=O)CCc4ccccc4)ccc32)cc1	-36.0%[inhibitor]
COc1ccccc1C(=O)NNC(=O)C1CCCO1 (configuration not stated)	-10.2%

Continuation.
compound	aSyn tox rescue
Fc1cc2[nH]c(=S)[nH]c2cc1Cl	3.8%
COc1ccc(CNC(=O)c2cc3cc(S(=O)(=O)N4CCCCC4)ccc3n2C)c(OC)c1	11.2%
O=C(NCc1cccc(Cl)c1)c1cc2c(s1)-c1ccccc1OC2	3.5%
O=C1OCCC1=COCCOC=C1CCOC1=O	2.9%
O=C(Cn1ncc2c3ccccc3n(Cc3ccccc3)c2c1=O)NCCCN1CCCCC1	2.1%
N#Cc1cccc(NC(=O)CNc2cccc(S(=O)(=O)N3CCCCC3)c2)c1	-0.8%
CC(=O)c1cccc(NC(=O)CN2C(=S)NC(C)(C)CC2C)c1 (configuration not stated)	4.3%
Cc1ccccc1NC(=O)COC(=O)c1ccc(C)c(S(=O)(=O)N2CCCCC2)c1	6.0%
S=C1N(c2ccccc2)CN(C2CCCCC2)CN1c1ccccc1	3.4%
COc1cccc(CNC(=O)c2cccn2-c2nnc(N3CCCC3)s2)c1	-2.2%
CCOC(=O)/C(C#N)=C/c1ccc(-c2ccccc2)o1	-11.7%
O=C(NCc1ccc2c(c1)CCN2C(=O)c1ccccc1)c1cc2ccccc2[nH]1	5.5%
CS(=O)(=O)N(CC(=O)Nc1ccc(Br)cc1)c1ccccc1Br	24.4%
CCCN(CCC)c1nc(-c2ccccn2)nc2ccccc12	6.5%
CCN(CC)c1ccc2cc(-c3nc(-c4ccccc4F)no3)c(=O)oc2c1	-2.3%
COc1cc(NC(=O)CSc2nc(-c3ccccc3)no2)cc(OC)c1	0.6%
CSc1ccccc1NC(=O)CN(C)C(=O)Cc1c(F)cccc1Cl	-3.0%
COc1ccc(NC(=O)COC(=O)c2ccc(S(=O)(=O)N(C)c3ccccc3OC)cc2)cc1OC	-7.0%
Cc1c(C(=O)N(C)C)sc2c1c(=O)n(-c1ccc(Cl)c(Cl)c1)c(=O)n2CC(=O)Nc1cccc(C(F)(F)F)c1	-6.9%
COC(=O)c1ccc(NC(=O)c2c(NCc3ccc(C)o3)sc3c2CCCC3)cc1	7.1%
